Screening data as filed in PubChem.
A3G deaminase: blocks human APOBEC3G single-stranded DNA deamination; Q9HC16; recombinant A3G, ssDNA deamination FAM/TAMRA fluorescence; inhibition, % at 20 µM; hit rate 0.28% among 330,000;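 active = inhibition of at least 40% at 20 µM, with no more than 30% in the related APOBEC3A deaminase screen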;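 note: plate controls were DMSO wells with A3G for no effect and wells lacking A3G enzyme for full effect; some compounds called inactive have numbers as strong as hits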
TIM10 inh: growth inhibitors of TIM10 yeast strain; S. cerevisiae TIM10 strain growth, BacTiter-Glo luminescence, 24 h; inhibition, % at 10 µM; hit rate 1.4% among 330,000;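 active = inhibition of 40% or more at the single tested concentration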;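 note: wild-type TIM10 isogenic control strain grown at permissive 25 °C; 0% = DMSO yeast wells and 100% = minimal medium wells without yeast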
NLRP3 yeast inh: blocks the NALP3 inflammasome reconstituted in yeast | Yeast reconstituted NLRP3/ASC/caspase-1, beta-gal luminescence, 24 h | inhibition, % at 10 µM | hit rate 0.39% among 330,000 | AID 2825;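 active = inhibition of 50% or more; inactive = inhibition below 50%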;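 note: plate controls were induced DMSO wells for no effect and uninduced yeast grown without galactose for full effect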
hIAP block: blocks human intestinal alkaline phosphatase; purified IAP, CDP-Star luminescence, 30 min; hit rate 0.12% among 330,000; inhibition, % at 10 µM; P09923;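 active = inhibition reaching a set limit with compound at 10 µM in the primary screen, cut at about 35% in these data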;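 note: plate controls were DMSO wells with enzyme for no effect and no-enzyme buffer wells for full effect; values of inactives mirror those of a sister screen read the other way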
Target sequence (P09923 whole entry, looked up): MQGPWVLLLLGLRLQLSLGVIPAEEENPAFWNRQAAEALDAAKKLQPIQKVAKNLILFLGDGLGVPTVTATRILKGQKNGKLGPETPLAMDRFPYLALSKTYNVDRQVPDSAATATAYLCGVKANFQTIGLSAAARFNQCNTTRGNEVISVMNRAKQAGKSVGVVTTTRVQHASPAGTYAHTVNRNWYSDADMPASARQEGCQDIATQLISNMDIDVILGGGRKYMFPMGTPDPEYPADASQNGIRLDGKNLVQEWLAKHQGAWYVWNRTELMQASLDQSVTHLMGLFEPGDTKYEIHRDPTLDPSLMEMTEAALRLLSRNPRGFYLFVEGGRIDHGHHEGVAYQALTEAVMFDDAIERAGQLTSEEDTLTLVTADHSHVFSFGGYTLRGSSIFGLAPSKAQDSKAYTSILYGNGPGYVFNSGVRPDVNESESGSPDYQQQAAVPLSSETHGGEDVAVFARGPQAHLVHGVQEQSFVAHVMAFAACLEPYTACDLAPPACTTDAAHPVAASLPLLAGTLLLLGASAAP
tim10-1 inh: inhibits growth of tim10-1 mutant yeast. inhibition, % at 20 µM. AID 463190. hit rate 2.2% among 330,000. S. cerevisiae tim10-1 ts strain growth, BacTiter-Glo, 24 h;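 active = inhibition of at least 40%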;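 note: mutant grown at 25 °C; 0% = DMSO wells with yeast and 100% = wells holding no yeast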
mIAP block: mouse IAP inhibition. inhibition, % at 10 µM. hit rate 0.2% among 330,000. purified mouse IAP, CDP-Star luminescence, 30 min;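 active = inhibition of at least 40% at 10 µM in the primary screen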;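 note: plate controls were DMSO with enzyme for no effect and no enzyme wells for full effect; values of inactives mirror those of a sister screen read the other way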
APOBEC3A inh: blocks human APOBEC3A ssDNA deamination. P31941. recombinant A3A, FAM/TAMRA ssDNA deamination fluorescence. inhibition, % at 20 µM. hit rate 0.41% among 330,000;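 active = at least 40% inhibition at 20 µM here, with at most 30% in a related deaminase screen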;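 note: plate controls were A3A with DMSO for no effect and wells lacking A3A enzyme for full effect; some results filed as inactive read as strong as hits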
Target sequence (P31941 whole entry, looked up): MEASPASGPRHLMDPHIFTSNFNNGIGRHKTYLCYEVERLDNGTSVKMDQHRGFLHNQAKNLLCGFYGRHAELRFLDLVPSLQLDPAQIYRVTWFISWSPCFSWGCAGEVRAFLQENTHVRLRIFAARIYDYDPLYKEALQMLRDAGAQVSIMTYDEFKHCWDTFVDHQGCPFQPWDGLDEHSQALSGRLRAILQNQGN
mIAP act: increases mouse intestinal alkaline phosphatase activity; muIAP, CDP-Star luminescence, 30 min; stronger effect = higher value; 1 = vehicle-only enzyme signal, 0 = enzyme-free wells; hit rate 0.24% among 330,000; activation factor at 10 µM;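 active = activation factor of at least 2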; note: the source names both 10 and 20 µM as test concentration; values of inactives mirror those of a sister screen read the other way
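Assay system: mouse IAP enzyme; reagent: chemiluminescent substrate CDP-Star; dosing: test compounds delivered from DMSO solution; schedule: 30 min at room temperature; measured by: luminescence from enzymatic CDP-Star hydrolysis; controls: DMSO-only wells and no-enzyme negative control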
beta cell repl: inducers of beta-cell replication in MIN6 cells | MIN6 cells proliferation, ATPlite luminescence, 48 h; cells starved in 0.2% serum; 100% = growth in 10% serum | proliferation, % at 10 µM | hit rate 0.29% among 330,000 | AID 2380;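 active = compounds whose signal lies at least 3.5 SD above the mean of all wells on their plate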;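 note: 0% = DMSO-treated cells in low-serum medium and 100% = 10% serum control; some compounds called inactive have numbers as strong as hits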
Starred values were filed as active, the others as inactive.

Below each SMILES – A3G deaminase	TIM10 inh	NLRP3 yeast inh	hIAP block	tim10-1 inh	mIAP block	APOBEC3A inh	mIAP act	beta cell repl
- COc1ccccc1N1CCN(C(=O)c2ccc(-c3ccccc3)cc2)CC1
  0	28	12	4	41*	-3	1	1	-2
- COc1ccc(-c2c(C#N)c(N)nc3c2CCC3)cc1
  -7	20	32	-8	26	-16	-2	1.2	3
- Cc1cc(C(=O)CCC(=O)N2CCN(S(=O)(=O)c3cccs3)CC2)c(C)s1
  5	21	-5	0	26	5	2	0.95	-3
- CCC(CC)C(=O)Nc1c2c(nn1-c1ccc(OC)cc1)CS(=O)C2 (stereo not given)
  -4	-4	20	12	12	0	0	1	-2
- CCCCS(=O)(=O)/C=C/[C@H]1[C@H](S(=O)(=O)CCCC)[C@H]2C=C[C@@H]1C2
  -7	7	2	10	7	-6	-6	1.1	-3
- CC1C=CCC2C(=O)N(c3cccc(C(=O)N4CCCCCC4)c3)C(=O)C12 (stereo not given)
  -11	8	2	0	14	10	-1	0.9	-3
- COC(=O)CSc1cc(C)nc(SC)n1
  -2	0	10	10	12	1	-1	0.99	0
- Cc1oc(-c2cccc(C(F)(F)F)c2)nc1CN1CCOCC1
  -3	-3	11	12	1	7	1	0.93	0
- CN(CC(=O)Nc1ncn[nH]1)S(=O)(=O)c1ccc(Br)cc1
  5	-5	9	0	14	-7	3	1.1	-1
- Cc1ccc(SC(C)C(=O)N2CCCC2)cc1 (stereo not given)
  -3	-3	23	27	9	5	-1	0.95	2
- CCn1c(=O)cc(SCC(=O)NCCCN2CCN(c3ccc(F)cc3)CC2)c2ccccc21
  1	7	6	2	-2	3	3	0.97	-3
- Cc1c(C(=O)N(Cc2cccc(Br)c2)C2CCS(=O)(=O)C2)oc2ccc(F)cc12 (stereo not given)
  8	6	12	3	37	3	1	0.97	-5
- COc1ccc(NC(=O)NC(=O)c2cc(OCC(F)(F)F)ccc2OCC(F)(F)F)cc1
  -3	17	25	-18	-5	3	-4	0.97	0
- Cc1ccc(N(CC(=O)NCc2ccc3c(c2)OCO3)C(=O)CCC(=O)Nc2ccccn2)cc1
  -8	-17	-19	-18	-1	-7	-1	1.1	1
- Cc1cc2c(cc(C(=O)O)n2C)s1
  -7	-2	1	1	-4	9	-19	0.91	2
- COc1cc(CCC(=O)OCC(=O)NCc2ccccc2)cc(OC)c1OC
  -3	5	10	9	12	7	0	0.93	1
- CC(C)(C)c1cccc(Cn2nnc3ccccc32)c1O
  15	-4	11	-19	29	-7	3	1.1	-8
- O=C1CCC/C(=N\NC(=O)COc2ccc(Cl)cc2)C1
  -13	-6	20	10	-8	-6	0	1.1	1
- Cc1ccc2c(c1)cc(CN(Cc1cccnc1)C(=O)NCc1ccccc1)c1nnnn12
  -8	21	16	-24	8	-3	-7	1	-1
- Cc1ccc(OC(=O)c2ccc(Br)o2)cc1
  -1	0	8	-26	2	3	-1	0.97	-1
- Cc1ccc(OCCC(=O)OCC(=O)N2CCN(S(=O)(=O)c3ccc(Cl)cc3)CC2)cc1
  0	24	6	-4	29	9	0	0.91	0
- CCOc1cc(CNc2ccc3c(c2)OCCO3)cc(Br)c1OCC(N)=O
  3	-7	16	7	6	0	-3	1	1
- COc1cccc2cc(C(=O)NCc3ccccc3Br)c(=O)oc12
  1	-3	2	-20	-10	-2	11	1	9
- CC(OC(=O)Cc1n[nH]c(=O)c2ccccc12)C(=O)Nc1ccc(F)cc1 (stereo not given)
  -9	5	15	2	-4	3	0	0.97	3
- CN(C)NC(=S)NC1CC2CCC1C2 (stereo not given)
  -1	13	7	-12	-17	-6	-2	1.1	1
- CC(=O)c1cn(C)c(=O)n(C)c1=O
  -3	10	11	-10	10	-4	1	1	-1
- CCOc1cc(NC(=S)NCCCN2CCOCC2)c(OCC)cc1NC(=O)CC(C)C
  -3	-14	-3	-8	11	5	-3	0.95	-1
- COc1ccc(N/C=C\C(=O)c2ccc(Br)cc2)cc1OC
  -6	14	11	3	12	11	-3	0.89	0
- OC(COc1ccc(OCC(O)CN2CCN(Cc3ccccc3)CC2)cc1)CN1CCN(Cc2ccccc2)CC1 (stereo not given)
  -1	-21	14	0	-14	-9	-2	1.1	-3
- Cc1onc(-c2ccccc2)c1C(=O)OCC(=O)Nc1cc(S(=O)(=O)N2CCOCC2)ccc1Cl
  11	14	17	-7	11	3	4	0.97	2
- CCC(=O)NC(=Nc1nc2ccccc2s1)NC(=O)CC
  0	12	23	-12	11	-10	10	1.1	-1
- CN(C)C(=S)NC(C)(C)C
  0	-14	8	9	-7	-4	2	1	-2
- Cc1ccc2nc(NC(=O)C3CCN(S(=O)(=O)c4cc([N+](=O)[O-])ccc4Cl)CC3)sc2c1
  14	-17	2	0	25	7	42*	0.93	-3
- CCOC(=O)C1(Cc2cccc(F)c2)CCN(C(=O)COC)CC1
  4	-9	14	6	6	0	5	1	-3
- C#CCn1cc(Cl)cc(C(=O)Nc2ccccc2)c1=O
  -5	0	15	16	-16	15	0	0.85	1
- Cn1c(C(=O)OCC(=O)NCc2cccs2)cc2sccc21
  -1	4	21	-65	3	-11	-3	1.1	-3
- COc1cccc(C2NC(c3cccc(OC)c3O)C(C)C(=O)C2C)c1O (stereo not given)
  2	-9	13	9	29	-1	2	1	0
- CCOC(=O)CSc1ncnc2c(C(=O)OCC)c3n(c12)CCC3
  -5	14	-17	7	23	3	0	0.97	0
- CCC(=O)N(CCc1ccccc1)Cc1cc2cc(C)ccc2[nH]c1=O
  -9	0	15	6	0	1	-6	0.99	-1
- O=c1[nH]snc1N1CCOCC1
  -10	6	9	0	3	-1	-3	1	-2
- Cc1cc(C(=O)C(C)OC(=O)c2ccc(NC(=O)CC#N)cc2)c(C)n1-c1ccc(OC(F)F)cc1 (stereo not given)
  -1	15	6	-3	21	5	-2	0.95	-6
- Cc1cc(C)c2c(N)c(C(=O)c3ccc(Br)cc3)oc2n1
  -6	20	44	6	34	8	-7	0.92	-2
- COC(=O)C(NC(=O)c1ccc(C)cc1)(Nc1cccc(C)n1)C(F)(F)F (stereo not given)
  -3	5	13	6	14	6	-3	0.94	1
- Cn1nc(-c2ccc(N3CCN(CCO)CC3)c([N+](=O)[O-])c2)c2ccccc2c1=O
  -2	-3	1	-1	2	7	-1	0.93	2
- CC1=CC(=C(C#N)c2nc3ccccc3s2)C=C(C)N1c1ccc(F)cc1F
  -9	14	16	19	12	14	-6	0.86	-4
- Cc1ccc(NC(=O)c2ccc(Cl)c(S(=O)(=O)NCC3CCCO3)c2)c(O)c1 (stereo not given)
  -6	1	-2	-25	9	-2	-4	1	3
- CCc1ccc(CN2CCC(n3nccc3NC(=O)c3cccc(F)c3)CC2)cc1
  -6	10	11	-17	15	0	-3	1	-2
- CCOC(=O)c1cc(S(=O)(=O)N2CCN(Cc3ccccc3)CC2)cn1C
  -1	-3	18	22	16	0	1	1	-1
- COC(=O)c1ccc(COn2c(=O)c(C)[n+]([O-])c3ccccc32)cc1
  -6	-2	9	-2	4	4	-3	0.96	1
- C=CCc1cc(Cl)ccc1OCCOCCN(C)C
  -17	-20	14	-2	3	-3	-2	1	-2
- O=C(CCNc1ccc(F)c(Cl)c1)c1ccco1
  -7	-8	21	5	0	-6	-7	1.1	-4
- Cc1cccnc1NC(=O)Nc1cccs1
  -6	7	38	4	2	3	-3	0.97	6
- C=CCNC(=O)c1c(CS(=O)(=O)c2ccccc2)noc1C(=O)NCc1ccccc1
  -10	1	-2	-7	6	0	-4	1	1
- COCCCNCC#CCOc1ccc(OC)cc1
  -3	2	4	-3	13	-4	4	1	0
- Cc1c(C)n2c(SCC(=O)N3CCCC3)nnc2[nH]c1=O
  -9	5	11	2	1	-6	-1	1.1	3
- COc1ccc(C(=O)NC(=S)Nc2ccc(CN3CCCCC3)cc2)cc1Cl
  -11	-5	4	6	11	6	-6	0.94	-5
- Cc1cc2c(cc1S(=O)(=O)CCC(=O)NCc1ccccc1)OCC(=O)N2
  0	2	-9	-4	-2	-11	2	1.1	-6
- CNC(=O)C(C)Sc1ccc(S(=O)(=O)N2CCOCC2)cn1 (stereo not given)
  -1	13	3	7	-9	-11	10	1.1	4
- O=C(Nc1nnc(CCN2CCCCC2)s1)C1CCCCC1
  -6	-6	14	15	-18	-2	-3	1	-2
- Cc1ccc(C(=O)NC(=S)NCc2ccccc2)cc1Br
  -1	-13	26	5	4	16	1	0.84	-4

Exported as tab-separated lines: 2 of the compounds above
SMILES	A3G deaminase	TIM10 inh	NLRP3 yeast inh	hIAP block	tim10-1 inh	mIAP block	APOBEC3A inh	mIAP act	beta cell repl
Cc1ccc(NC(=O)c2ccc(Cl)c(S(=O)(=O)NCC3CCCO3)c2)c(O)c1 (stereo not given)	-6	1	-2	-25	9	-2	-4	1	3
CNC(=O)C(C)Sc1ccc(S(=O)(=O)N2CCOCC2)cn1 (stereo not given)	-1	13	3	7	-9	-11	10	1.1	4

Next section
Below each SMILES – A3G deaminase	TIM10 inh	NLRP3 yeast inh	hIAP block	tim10-1 inh	mIAP block	APOBEC3A inh	mIAP act	beta cell repl
- O=C(NCc1ccco1)c1cc(-c2cccc(Cl)c2)on1
  0	-17	32	2	-3	8	6	0.92	-4
- O=C(CSc1ncnc2c1oc1ccccc12)OCc1ccccc1
  -4	20	21	15	24	13	3	0.87	-3
- O=C(NCc1ccccc1)/C(=C\c1ccc(O)cc1)NC(=O)c1ccco1
  3	10	8	-30	7	4	-1	0.95	3
- O=C(OCc1cccc2ccccc12)C1CC(=O)N(c2ccccc2)C1 (stereo not given)
  -3	-4	-3	6	-8	7	-1	0.93	5

Not a retest: an excerpt of the list.
Below each SMILES – A3G deaminase	TIM10 inh	NLRP3 yeast inh	hIAP block	tim10-1 inh	mIAP block	APOBEC3A inh	mIAP act	beta cell repl
- Cc1ccc(SC(C)C(=O)N2CCCC2)cc1 (stereo not given)
  -3	-3	23	27	9	5	-1	0.95	2
- CCn1c(=O)cc(SCC(=O)NCCCN2CCN(c3ccc(F)cc3)CC2)c2ccccc21
  1	7	6	2	-2	3	3	0.97	-3
- Cc1c(C(=O)N(Cc2cccc(Br)c2)C2CCS(=O)(=O)C2)oc2ccc(F)cc12 (stereo not given)
  8	6	12	3	37	3	1	0.97	-5
- COc1ccc(NC(=O)NC(=O)c2cc(OCC(F)(F)F)ccc2OCC(F)(F)F)cc1
  -3	17	25	-18	-5	3	-4	0.97	0
